Pin1 inhibitor = blocks the human prolyl isomerase Pin1; Q13526; Pin1 FP peptide displacement, HiFluor488, 10 min; Potency, µM (series often up to 115 µM), for the others: top-dose activity, negative = inhibition, most hits filed as inhibitors; actives 0.009% (n = 390,000); AID 504891; active = well fitted inhibition curve with a large enough effect in the polarisation, with a control signal flat, not every such curve was filed as active; inconclusive = small, poorly fitted or top-dose-only effect, or effect the other way, or a change in a side signal; inactive = no such curve, though single readings can be large or run the other way; the % refers to the polarisation; also: potency is read from the fitted curve at half-maximal effect; % is scaled to controls: 0 for no effect and ±100 for the full control effect
HP1b binding inh = blocks HP1-beta chromodomain binding to methylated histone tails; P83916; AlphaScreen HP1-beta / biotin-H3K9me3 peptide binding; Potency, µM (highest dose often 114 µM), inactives show at the highest dose activity change, negative = inhibition, actives largely listed as inhibitors; actives 0.56% (n = 390,000); also: potency is read from the fitted curve at half-maximal effect; nearly all actives have a fitted effect of over 70% in size; inactives centre near 23
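Compound inhibition of the preformed complex between 50 nM HP1-beta and 50 nM biotinylated H3K9me3 peptide was read by AlphaScreen. Buffer was PBS pH 7.4 with 0.01% Tween-20. Incubations ran 30 min at room temperature, with 10 ug/mL donor/acceptor beads.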
GLS inhibitor = glutaminase GLS (human) inhibition; AID 624170; actives 0.21% (n = 410,000); Potency, µM (highest dose often 45.5 µM), for the others: at the highest dose activity change, negative = inhibition, actives largely listed as inhibitors; GLS enzymatic activity, qHTS titration; also: potency is read from the fitted curve at half-maximal effect; % is scaled to controls: 0 for no effect and ±100 for the full control effect
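Glutamate formation by hKGA was monitored fluorometrically using coupled glutamate oxidase, HRP and Amplex Red. Substrate was added as 1 mM L-glutamine solution; incubation was 30 min at RT after an initial read.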
PI4K2A inh = inhibitors of human PI4K2A; Q9BTU6; purified PI4K2A, ADP-Glo luminescence, 1 h; active compounds read low; activity change, negative = inhibition, % at 76.9 µM; actives 0.13% (n = 420,000); AID 1346378; in the data active = activity change below about -50%; inconclusive = mostly about -30% to -49%;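 also: -100% = wells without enzyme as full effect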
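In this quantitative HTS, ADP production by PI4K2A was quantified luminescently after 1 h at ambient temperature; 100 microM adenosine served as plate-quality control.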
PGK inhibitor = T. brucei PGK inhibition | Potency, µM (titrated, usually from 57.5 µM), for inactives: top-dose activity change, negative = inhibition, usual class: inhibitors | actives 0.043% (n = 380,000) | AID 602233 | PGK/GAPDH coupled, Kinase-Glo luminescence, 60 min; also: potency is read from the fitted curve at half-maximal effect; % is scaled to controls: 0 for no effect and ±100 for the full control effect; nearly all actives have a fitted effect of over 60% in size
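Recombinant glycosomal PGK reaction used 1,3-bisphosphoglycerate generated in-well by GAPDH (100nM final) in 100mM TEA pH 7.6, 5mM MgCl2, 0.01% Tween-20. After 60 minutes at room temperature, ATP was read by Kinase-Glo Plus luminescence end-point.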
JMJD2A Tudor inh = blocks the human JMJD2A Tudor domain | O75164 | AID 504339 | Potency, µM (top dose mostly 114 µM), for the others: at the highest dose activity change, negative = inhibition, actives largely listed as inhibitors | actives 4.4% (n = 390,000) | AlphaScreen JMJD2A-Tudor / H3K4me3 peptide binding; also: potency is read from the fitted curve at half-maximal effect; % is scaled to controls: 0 for no effect and ±100 for the full control effect; nearly all actives have a fitted effect of over 50% in size
Target sequence (O75164 whole entry, looked up, the tested form may be a part): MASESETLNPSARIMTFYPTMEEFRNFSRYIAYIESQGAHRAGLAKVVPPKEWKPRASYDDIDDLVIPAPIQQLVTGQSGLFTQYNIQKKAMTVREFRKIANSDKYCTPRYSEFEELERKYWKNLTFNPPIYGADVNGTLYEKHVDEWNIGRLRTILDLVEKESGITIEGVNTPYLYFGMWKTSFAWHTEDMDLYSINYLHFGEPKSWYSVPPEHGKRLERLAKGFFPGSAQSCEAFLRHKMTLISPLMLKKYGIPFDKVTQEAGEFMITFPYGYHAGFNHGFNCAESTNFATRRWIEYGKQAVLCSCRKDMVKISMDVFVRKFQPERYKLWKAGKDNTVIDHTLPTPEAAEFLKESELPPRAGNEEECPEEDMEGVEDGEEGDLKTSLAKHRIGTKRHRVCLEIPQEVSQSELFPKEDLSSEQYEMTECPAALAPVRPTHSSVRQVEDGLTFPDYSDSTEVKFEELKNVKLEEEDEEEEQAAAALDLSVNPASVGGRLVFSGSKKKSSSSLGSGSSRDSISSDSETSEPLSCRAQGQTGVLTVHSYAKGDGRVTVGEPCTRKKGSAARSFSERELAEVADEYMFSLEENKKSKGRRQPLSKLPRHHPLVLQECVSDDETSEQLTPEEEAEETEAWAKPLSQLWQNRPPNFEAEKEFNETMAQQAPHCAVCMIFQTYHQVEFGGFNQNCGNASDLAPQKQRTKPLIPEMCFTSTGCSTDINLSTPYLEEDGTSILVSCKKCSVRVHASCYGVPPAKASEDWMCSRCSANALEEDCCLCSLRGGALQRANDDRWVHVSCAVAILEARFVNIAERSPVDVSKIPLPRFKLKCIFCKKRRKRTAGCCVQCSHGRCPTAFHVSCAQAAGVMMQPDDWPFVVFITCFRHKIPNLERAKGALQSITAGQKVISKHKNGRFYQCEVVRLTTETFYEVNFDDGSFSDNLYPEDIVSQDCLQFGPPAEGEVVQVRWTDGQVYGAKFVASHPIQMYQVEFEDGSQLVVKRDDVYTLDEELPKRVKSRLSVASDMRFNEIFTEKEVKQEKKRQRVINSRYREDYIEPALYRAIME
ERG-DNA inh = inhibitors of human ERG Ets domain-DNA interaction. Potency, µM (top dose mostly 76.9 µM), for the others: at the highest dose FP activity, negative = inhibition, usual class: inhibitors. fluorescence polarization, His-ERG Ets domain / labelled DNA. AID 624246. actives 0.028% (n = 370,000); active = well fitted inhibition curve with a large enough effect in the polarisation, with a control signal flat; inconclusive = small, poorly fitted or top-dose-only effect, or effect the other way, or a change in a side signal; inactive = no such curve, though single readings can be large or run the other way; the % refers to the polarisation;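 also: polarization taken with two DNA probes labelled with fluorescein and Texas red; potency is read from the fitted curve at half-maximal effect; % of control where 0% means no effect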
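His-tagged ERG Ets domain (1 uM in the protein solution; 300mM KCl, 50mM Tris-HCl, 1mM EDTA, 1mM DTT, pH 7.5) received compound, then a probe mix of 5 nM fluorescein-DNA and 100nM Texas-615-DNA. Fluorescence polarization was read for both dyes.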
G9a inh = inhibitors of human histone lysine methyltransferase G9a | Q96KQ7 | G9a H3K9 monomethylation, AlphaScreen, 2 h | Potency, µM (top dose mostly 102 µM), without a hit: top-dose activity, negative = inhibition, usual class: inhibitors | actives 8.8% (n = 350,000); also: potency is read from the fitted curve at half-maximal effect; % is scaled to controls: 0 for no effect and ±100 for the full control effect; nearly all actives have a fitted effect of over 75% in size
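Readings reflect AlphaScreen signal from monomethyl-H3K9 antibody detection. HMT at 20 nM; substrate b-H3K9 500 nM; cofactor SAM 20 uM; 2 h RT reaction; compounds tested as titrations in qHTS with 15 min preincubation.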
BAZ2B inh = blocks human BAZ2B. actives 4.4% (n = 360,000). Q9UIF8. AID 504333. Potency, µM (series often up to 114 µM), for inactives: top-dose activity change, negative = inhibition, actives largely listed as inhibitors. AlphaScreen BAZ2B-H3K14Ac peptide displacement; also: potency is read from the fitted curve at half-maximal effect; % is scaled to controls: 0 for no effect and ±100 for the full control effect; nearly all actives have a fitted effect of over 60% in size
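AlphaScreen displacement of biotin-H3(5-23)K14Ac peptide (50 nM final) from BAZ2B (50 nM final) in PBS pH 7.4, 0.01% Tween-20; complex preformed 30 min RT, then compounds (top 110 uM) 30 min RT, beads 20 min dark.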
An asterisk follows results filed as active; [ ] = another dose, or the depositor's remark. Unless noted, calls follow the shape of the dose curve; as a rule, active = well fitted curve in the direction sought with a large enough effect; inconclusive = small, poorly fitted or top-dose-only effect, or another doubt; inactive = no such curve, though single readings can be large; an effect the other way counts as inactive or inconclusive.

Screening Cc1[nH]c2ccc(C(=O)NCCCN3CCCC3)cc2c1C returned Pin1 inhibitor -10%, HP1b binding inh 4%[57 µM], GLS inhibitor 9%, PI4K2A inh 0, PGK inhibitor -10%, JMJD2A Tudor inh inconclusive, ERG-DNA inh 11%, G9a inh inconclusive and BAZ2B inh -24%[57.1 µM].
COc1ccc(-n2nc(C(=O)NCC(=O)NCCCN3CC(C)CC(C)C3)c3ccccc3c2=O)cc1Cl (stereo unspecified) was read as Pin1 inhibitor 0%, HP1b binding inh -7%, GLS inhibitor 4%, PI4K2A inh 0, PGK inhibitor -6%, JMJD2A Tudor inh -10%, ERG-DNA inh -6%, G9a inh -1% and BAZ2B inh -2%.
`CCCN(CC(=O)Nc1ccccc1C)C(=O)c1ccc(N2CCCCCC2)c([N+](=O)[O-])c1` gave Pin1 inhibitor -18%, HP1b binding inh inconclusive, GLS inhibitor -6%, PI4K2A inh -3, PGK inhibitor 0%, JMJD2A Tudor inh inconclusive, ERG-DNA inh 0%, G9a inh -10% and BAZ2B inh inconclusive.
Screening CCCNC(=O)c1nn2cc(Br)cnc2c1Cl returned Pin1 inhibitor 1%, HP1b binding inh 51%[activator], GLS inhibitor 12%, PI4K2A inh 4, PGK inhibitor -1%, JMJD2A Tudor inh 4%, ERG-DNA inh 5%, G9a inh inconclusive and BAZ2B inh -36%.
Screening COC(=O)c1c(NC(=O)COc2ccc(Cl)cc2C)sc2c1CCCCC2 returned Pin1 inhibitor -14%, HP1b binding inh -17%, GLS inhibitor -13%, PI4K2A inh -6, PGK inhibitor 4%, JMJD2A Tudor inh -9%, ERG-DNA inh -7%, G9a inh 7.9µM* and BAZ2B inh -10%.
For Cc1c(NC(=O)c2cc(-c3ccccc3)on2)c(=O)n(-c2ccccc2)n1C the results were Pin1 inhibitor -14%, HP1b binding inh -7%, GLS inhibitor 2%, PI4K2A inh -4, JMJD2A Tudor inh 100µM*, G9a inh 12%[59 µM] and BAZ2B inh 8%.
Screening CCCC(=O)Nc1c(-c2ccccc2)c(=O)c(C)nn1-c1ccccc1 returned Pin1 inhibitor -3%, HP1b binding inh 16%, GLS inhibitor 1%, PI4K2A inh 2, PGK inhibitor -3%, JMJD2A Tudor inh -22%, ERG-DNA inh 17% and BAZ2B inh 3%.
`O=C(CSc1ncnc2c1oc1ccccc12)N1CCN(c2ccccc2)CC1` gave Pin1 inhibitor -3%, HP1b binding inh 16%, PI4K2A inh 0, PGK inhibitor -11%, JMJD2A Tudor inh 13% and ERG-DNA inh -6%.
Cn1c(Cn2c(C(F)(F)F)nc3ccccc32)nc2ccccc21 was read as Pin1 inhibitor -3%, HP1b binding inh 36%, GLS inhibitor -12%, PI4K2A inh -2, PGK inhibitor -3%, JMJD2A Tudor inh 8%, ERG-DNA inh 2%, G9a inh 5% and BAZ2B inh 5%.
Screening O=C(Nc1cccc(Cl)c1)c1cc(F)cc2c1OCOC2 returned Pin1 inhibitor inconclusive, HP1b binding inh 20%, GLS inhibitor 12%, PI4K2A inh -12, PGK inhibitor 21%, JMJD2A Tudor inh -15%, ERG-DNA inh 0%, G9a inh 10% and BAZ2B inh -1%.
For O/N=C(\Cn1ccnc1)c1ccccc1 the results were Pin1 inhibitor -5%, HP1b binding inh 38%, GLS inhibitor -1%, PI4K2A inh 2, PGK inhibitor -9%, JMJD2A Tudor inh -7% and ERG-DNA inh -4%.
Screening CC(=O)Nc1ccc(NC(=O)C(C)OC(=O)CCCN2C(=O)c3cccc4cccc(c34)C2=O)cc1 (stereo unspecified) returned Pin1 inhibitor 2%, HP1b binding inh 9%, GLS inhibitor 4%, PI4K2A inh 0, PGK inhibitor -1%, JMJD2A Tudor inh -1%, G9a inh -47% and BAZ2B inh 0%.
CC(C)C1N=C2c3ccccc3N=C(SCC(=O)NCc3ccc(Cl)cc3)N2C1=O (stereo unspecified) was read as Pin1 inhibitor -4%, HP1b binding inh 7%, GLS inhibitor -10%, PI4K2A inh -1, PGK inhibitor -1%, JMJD2A Tudor inh -6%, ERG-DNA inh 4%, G9a inh 0%[59 µM] and BAZ2B inh -11%.
Cc1nnc(N/N=C/c2ccco2)n1N was read as Pin1 inhibitor 9%, HP1b binding inh 10%, GLS inhibitor inconclusive, PI4K2A inh inconclusive, PGK inhibitor 7%, JMJD2A Tudor inh 25µM*, ERG-DNA inh 7%, G9a inh 24% and BAZ2B inh -5%.
`c1ccc2c(c1)OC1OC2Oc2ccccc21` gave Pin1 inhibitor -6%, HP1b binding inh 65%[activator], GLS inhibitor 9%, PI4K2A inh 2, PGK inhibitor 0%, JMJD2A Tudor inh 12% and ERG-DNA inh -4%.
`O=C(c1ccco1)N1CCCN(Cc2nc(Cc3ccccc3)no2)CC1` gave Pin1 inhibitor 0%, HP1b binding inh 25%, GLS inhibitor 4%, PI4K2A inh 0, PGK inhibitor 2%, JMJD2A Tudor inh -17%, ERG-DNA inh 9%, G9a inh -49% and BAZ2B inh inconclusive.
For CCN1CCCC1CNC(=O)c1cc([N+](=O)[O-])c(N(C)C)cc1OC (stereo unspecified) the results were Pin1 inhibitor -7%, HP1b binding inh 32%, GLS inhibitor 7%, PI4K2A inh 6, PGK inhibitor 2%, JMJD2A Tudor inh -25%, ERG-DNA inh 9%, G9a inh 1% and BAZ2B inh 6%.
Screening CC1CC(C)CN(S(=O)(=O)N2CCC(C(=O)NCc3ccco3)CC2)C1 (stereo unspecified) returned Pin1 inhibitor 5%, HP1b binding inh 37%[activator], GLS inhibitor -12%, PI4K2A inh 5, PGK inhibitor -1%, JMJD2A Tudor inh -32%, ERG-DNA inh 10%, G9a inh -44% and BAZ2B inh 1%.
For COc1ccc(OC)c(N(CC(=O)N2CCCCC2)S(=O)(=O)c2ccc(OC)c(OC)c2)c1 the results were Pin1 inhibitor 2%, HP1b binding inh 29%, GLS inhibitor 8%, PI4K2A inh 7, PGK inhibitor -4%, JMJD2A Tudor inh -3%, ERG-DNA inh -1%, G9a inh -3%[59 µM] and BAZ2B inh -3%.
For CC(C)CN(C(=O)COC(=O)c1ccc2c(c1)OCO2)c1c(N)n(Cc2ccccc2)c(=O)[nH]c1=O the results were Pin1 inhibitor 0%, HP1b binding inh 8%, GLS inhibitor 6%, PI4K2A inh 2, PGK inhibitor 0%, JMJD2A Tudor inh -6%, ERG-DNA inh 3%, G9a inh 5%[0.501 µM] and BAZ2B inh -3%.
For O=C(C(NS(=O)(=O)c1cccs1)c1ccccc1)N1CCN(c2ccccc2F)CC1 (stereo unspecified) the results were Pin1 inhibitor 2%, HP1b binding inh 21%, GLS inhibitor -7%, PI4K2A inh 8, PGK inhibitor -6%, JMJD2A Tudor inh -8%, ERG-DNA inh 5%, G9a inh 4%[2.33 µM] and BAZ2B inh -21%.
For NS(=O)(=O)c1ccc(CCN2C(=O)CCC2=O)cc1 the results were Pin1 inhibitor -11%, HP1b binding inh 20%, GLS inhibitor 1%, PI4K2A inh -4, PGK inhibitor -9%, JMJD2A Tudor inh 1%, ERG-DNA inh 7%, G9a inh -4% and BAZ2B inh 3%.
CCOc1ccc(NC(=O)C2CCCN2S(=O)(=O)c2ccc3c(c2)C(C)(C)C(=O)N3C)cc1 (stereo unspecified) was read as Pin1 inhibitor -3%, HP1b binding inh 18%, GLS inhibitor 5%, PI4K2A inh -2, PGK inhibitor -1%, JMJD2A Tudor inh -12%, ERG-DNA inh -3%, G9a inh -6% and BAZ2B inh -2%.
`Cc1ccccc1-n1c(SCC(=O)N2CCOCC2)nc(O)cc1=O` gave Pin1 inhibitor 0%, HP1b binding inh 19%, GLS inhibitor 3%, PI4K2A inh 1, PGK inhibitor inactive, JMJD2A Tudor inh -19%, ERG-DNA inh 5%, G9a inh 1%[59 µM] and BAZ2B inh -5%.
For COc1cccc(CNC(=O)Cc2c(C)c3ccc(OC)c(C)c3oc2=O)c1 the results were Pin1 inhibitor 118%[activator], HP1b binding inh 47%[activator], GLS inhibitor -1%, PI4K2A inh -2, PGK inhibitor -2%, JMJD2A Tudor inh -18%, ERG-DNA inh 0%, G9a inh 5%[59 µM] and BAZ2B inh -2%.
For O=C(COC(=O)/C=C/c1ccc(Cl)cc1)NCCc1ccccc1 the results were Pin1 inhibitor 4%, HP1b binding inh 17%, GLS inhibitor 21%, PI4K2A inh -3, PGK inhibitor 6%, JMJD2A Tudor inh 0%, ERG-DNA inh 5%, G9a inh inconclusive and BAZ2B inh -24%.
For N#Cc1ccc(-c2nc3ccc(Br)cc3c(=O)n2O)cc1 the results were Pin1 inhibitor -4%, HP1b binding inh 33%, GLS inhibitor 1%, PI4K2A inh -4, PGK inhibitor -9%, JMJD2A Tudor inh -18%, ERG-DNA inh 1%, G9a inh 34%[0.501 µM] and BAZ2B inh -4%.
CCCCCN1C(C(=O)c2ccccc2)=C(NC(=O)c2ccc(OC)c(OC)c2)c2ccccc2S1(=O)=O was read as Pin1 inhibitor inconclusive, HP1b binding inh 14%, GLS inhibitor -3%, PI4K2A inh 1, PGK inhibitor -9%, JMJD2A Tudor inh -27%, ERG-DNA inh -2%, G9a inh -28%[59 µM] and BAZ2B inh -18%.
